Screens deposited in PubChem BioAssay by National Center for Advancing Translational Sciences (NCATS).
IDH1 R132H inh = human IDH1 R132H inhibition | IDH1-R132H enzyme, NADPH consumption, diaphorase/resazurin fluorescence | AID 602179 | O75874 | actives 0.093% (n = 390,000) | Potency, µM (top dose mostly 76.6 µM), without a hit: at the top dose activity change, negative = inhibition, usual class: inhibitors; also: potency is read from the fitted curve at half-maximal effect; % is scaled to controls: 0 for no effect and ±100 for the full control effect; nearly all actives have a fitted effect of over 65% in size
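IDH1-R132H (0.5 ug/mL) preincubated 30 min with compound, then NADPH (0.016 mM) and alpha-KG (2 mM) added; 80 min at RT, pH 7.5. Remaining NADPH coupled via diaphorase/resazurin to fluorescence (540/590 nm); concentration-response curves normalized to no-enzyme control.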
TrxR1 substrate = rat thioredoxin reductase 1 substrate activity; O89049; purified TrxR1 substrate turnover, NADPH consumption readout; Potency, µM (doses to about 114 µM), inactives show top-dose activity change, negative = substrate turnover; actives 0.01% (n = 390,000); AID 588456; also: potency is read from the fitted curve at half-maximal effect; % is scaled to controls: 0 for no effect and ±100 for the full control effect; nearly all actives have a fitted effect of over 50% in size
Target sequence (O89049 whole entry, looked up): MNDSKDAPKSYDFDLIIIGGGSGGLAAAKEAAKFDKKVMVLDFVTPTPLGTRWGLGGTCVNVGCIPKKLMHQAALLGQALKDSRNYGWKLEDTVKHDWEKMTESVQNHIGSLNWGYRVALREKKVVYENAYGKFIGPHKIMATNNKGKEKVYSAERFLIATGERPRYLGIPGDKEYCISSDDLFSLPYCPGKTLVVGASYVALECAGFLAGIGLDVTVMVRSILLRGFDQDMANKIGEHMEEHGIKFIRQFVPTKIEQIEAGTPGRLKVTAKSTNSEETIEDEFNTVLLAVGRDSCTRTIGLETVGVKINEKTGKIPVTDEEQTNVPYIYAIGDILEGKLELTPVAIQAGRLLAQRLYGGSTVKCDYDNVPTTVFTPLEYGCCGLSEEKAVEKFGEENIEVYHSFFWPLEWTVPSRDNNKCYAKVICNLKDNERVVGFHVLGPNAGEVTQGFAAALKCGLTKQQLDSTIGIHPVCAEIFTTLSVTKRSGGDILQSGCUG
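Rat TrxR1, dispensed at 90 nM, was prereduced with 400 uM NADPH (final) for 5 min at ~22 deg C, then incubated with compound 15 min before 400 uM selenite. A first-read NADPH fluorescence drop versus no-compound background flagged substrates.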
USP1-UAF1 inh = blocks the human USP1/UAF1 deubiquitinase complex | O94782 | recombinant USP1/UAF1, Ub-Rhodamine cleavage fluorescence | Potency, µM (titrated, usually from 57.1 µM), inactives show top-dose activity change, negative = inhibition, actives largely listed as inhibitors | actives 0.23% (n = 390,000) | AID 743255; also: potency is read from the fitted curve at half-maximal effect; % is scaled to controls: 0 for no effect and ±100 for the full control effect; nearly all actives have a fitted effect of over 60% in size; inactives centre near -12
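In this screen, compounds sit with the deubiquitinase complex (1nM) for 15 min at room temperature before Ub-Rho is added at 150nM final. Fluorescence rise is then followed for 6 reads every 60 seconds.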
TrxR1 inh = blocks rat thioredoxin reductase 1; O89049; recombinant rTrxR1, NADPH fluorescence consumption, selenite substrate; Potency, µM (series often up to 114 µM), for the others: at the top dose activity change, negative = inhibition, hits mostly inhibitors; actives 1% (n = 390,000); AID 588453; also: potency is read from the fitted curve at half-maximal effect; % is scaled to controls: 0 for no effect and ±100 for the full control effect; nearly all actives have a fitted effect of over 65% in size
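Rat TrxR1 (90 nM in the dispensed reagent) was pre-reduced with 400 uM NADPH for 5 min at room temperature, then incubated with compound for 15 min. After 400 uM selenite was added, NADPH fluorescence (Ex 340/Em 450 nm) was followed for 8 min.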
Glioma ERSR ind = ER stress response induction in glioma. U87-MG GRP78 promoter luciferase reporter, 16 h. Potency, µM, without a hit: top-dose activation, most hits filed as activators. actives 0.02% (n = 420,000). AID 602332; also: potency is read from the fitted curve at half-maximal effect; series mostly up to about 76 µM; % of control where 0% means no effect; nearly all actives have a fitted effect of over 35% in size
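ERSR induction read as luciferase luminescence (Bright-Glo, 10 min at room temperature) in stably transfected human U87-MG glioma cells exposed to compounds for 16 h, using GRP78 as sensor.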
LDHA inh = inhibitors of human lactate dehydrogenase A. purified LDHA, NADH/diaphorase-resazurin fluorescence; hits give low values. activity change, % (values are at about 110 or 230 µM). P00338. actives 0.15% (n = 480,000); in the data active = activity change below about -30%; inconclusive = mostly about -25% to -30%;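 also: plate controls were DMSO wells for no effect and wells without enzyme for full effect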
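Remaining NADH was detected by diaphorase (0.133 mg/mL) converting 37 µM resazurin to fluorescent resorufin, read at 0 and 20 minutes. The preceding 5-minute room-temperature reaction used 2 nM LDHA, 0.2 mM sodium pyruvate and 0.06 mM NADH at pH 7.4.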
RGS4 inhibitor = blocks human RGS4-accelerated GTP hydrolysis; Transcreener GDP fluorescence polarization, RGS4-accelerated GTP hydrolysis; Potency, µM (doses to about 114 µM), inactives show at the top dose activity change, negative = inhibition, usual class: inhibitors; actives 0.039% (n = 390,000); also: potency is read from the fitted curve at half-maximal effect; % is scaled to controls: 0 for no effect and ±100 for the full control effect; nearly all actives have a fitted effect of over 75% in size; some results filed as inactive show a strong effect at the top dose
Target sequence (P49798 whole entry, looked up): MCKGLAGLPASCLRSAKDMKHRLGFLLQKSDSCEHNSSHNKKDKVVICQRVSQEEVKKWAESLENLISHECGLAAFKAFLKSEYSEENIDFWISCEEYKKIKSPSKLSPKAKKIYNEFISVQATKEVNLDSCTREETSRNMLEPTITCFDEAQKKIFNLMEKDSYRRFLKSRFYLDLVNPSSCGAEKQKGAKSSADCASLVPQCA
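MLSMR compounds (23 nl, pin-transferred) preincubated 10 min at room temperature with a 500nM (2x) first reagent, then RGS4 at 900nM (2x) plus Transcreener GDP mix added; fluorescence polarization (620/688 nm) read before and after 90 min at 30 °C.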
Vif-APOBEC3G blk = inhibitors of Vif-APOBEC3G interaction; HeLa A3G-eYFP + Vif (tagged APOBEC3G with the HIV-1 protein that degrades it), YFP fluorescence, overnight; Q9HC16; actives 0.076% (n = 410,000); Potency, µM (titrated, usually from 46.1 µM), for the others: at the highest dose activity, negative = active, hits mostly inhibitors;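 also: potency is read from the fitted curve at half-maximal effect; % is scaled to controls: 0 for no effect and ±100 for the full control effect; nearly all actives have a fitted effect of over 60% in size; hits raise eYFP signal because A3G escapes Vif-driven loss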
Target sequence (Q9HC16 whole entry, looked up): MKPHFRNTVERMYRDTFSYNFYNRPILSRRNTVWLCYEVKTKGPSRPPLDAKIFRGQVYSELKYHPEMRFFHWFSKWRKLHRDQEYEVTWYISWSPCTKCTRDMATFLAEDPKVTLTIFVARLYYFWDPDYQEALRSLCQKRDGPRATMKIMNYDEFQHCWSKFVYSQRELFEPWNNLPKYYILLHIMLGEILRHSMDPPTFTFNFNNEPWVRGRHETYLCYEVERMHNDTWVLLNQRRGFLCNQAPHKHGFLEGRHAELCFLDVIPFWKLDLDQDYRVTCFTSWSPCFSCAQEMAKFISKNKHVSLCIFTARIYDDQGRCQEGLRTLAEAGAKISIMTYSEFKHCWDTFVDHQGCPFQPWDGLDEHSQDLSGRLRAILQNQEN
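HeLa cells stably expressing Vif and C-terminally eYFP-tagged A3G, seeded overnight at 37 deg C, then exposed to compound by pintool overnight at 37 deg C. Rise in yellow fluorescence (Ex 488/Em 500-530, Acumen) marks blocked Vif-driven A3G degradation.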
Vif-APOBEC3F blk = inhibitors of Vif-A3F interaction. HeLa A3F-eYFP + Vif (tagged APOBEC3F with the HIV-1 protein that degrades it), YFP fluorescence increase. AID 602313. Potency, µM (series often up to 46.1 µM), inactives show at the top dose activity, negative = active. actives 0.2% (n = 390,000); also: potency is read from the fitted curve at half-maximal effect; % of control where 0% means no effect; nearly all actives have a fitted effect of over 65% in size
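HeLa cells stably expressing A3F-eYFP plus Vif, plated and incubated overnight at 37 deg C, then exposed to compounds overnight at 37 deg C. Blocked degradation read as raised yellow fluorescence (Ex 488/Em 500-530).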
Numbers without * were called inactive; u = inconclusive; x = not tested or not shown; & = joins results of further samples; [ ] = dose if it differs, or a comment. Unless noted, calls follow the shape of the dose curve; as a rule, active = well fitted curve in the direction sought with a large enough effect; inconclusive = small, poorly fitted or top-dose-only effect, or another doubt; inactive = no such curve, though single readings can be large; an effect the other way counts as inactive or inconclusive. Not all compounds are listed; rates above refer to the full screens.

Structure | IDH1 R132H inh | TrxR1 substrate | USP1-UAF1 inh | TrxR1 inh | Glioma ERSR ind | LDHA inh | RGS4 inhibitor | Vif-APOBEC3G blk | Vif-APOBEC3F blk
O=C(Nc1c2c(nn1-c1ccccc1)CS(=O)C2)c1ccc2c(c1)OCO2 (stereo not drawn) | -4% | -2% | 0% | 7% | -4% | -9 | 24% | 6% | 0%
CCCOCC1CC2(CC(C)(c3csc(N)n3)OC2=O)C(=O)O1 (stereo not drawn) | -4% | -6% | -10% | 2% | -1% | -6 | 12% | 0% | -5%
COc1ccc(N(CC(=O)Nc2cc(C)ccc2C)S(=O)(=O)c2c(C)nn(C)c2C)cc1 | 7% | 7%[57.1 µM] | -2% | 11%[57.1 µM] | -5% | -10 | 1% | -4% | 2%
Cc1nn(C)c(C)c1S(=O)(=O)N1CCC(C(=O)NC(C)c2ccccc2)CC1 (stereo not drawn) | 7% | 4% | u | 3% | -5% | 1 | 4% | 2% | 1%
OCCN(Cc1ccccc1)Cc1ccc(Cl)cc1 | 3% | -7% | -4% | 10% | -3% | -13 | -6% | -5% | 6%
CCOC(=O)Cn1nc(/C=C/c2ccc(C(C)C)cc2)ccc1=O | -2% | 18%[57.1 µM] | -1% | -4%[57.1 µM] | 0% | 3 | -50% | -11% | -7%
O=C(Nc1ccc(C(=O)N2CCC(O)(c3ccc(Cl)c(C(F)(F)F)c3)CC2)cc1)c1ccc(Br)o1 | -10% | 6% | -30% | -23% | -4% | 1 | -35% | -1% | 3%
COc1ccc(-c2nn(-c3ccccc3)cc2CNCc2cccnc2)c(F)c1 | 3% | -4%[57.1 µM] | -14% | 8%[57.1 µM] | -1% | -1 | -29% | -6% | -6%
Cc1cc(C)cc(OC(C)C(=O)Nc2c(C(=O)c3ccccc3)oc3ccccc23)c1 (stereo not drawn) | 1% | 40%[activator] | -16% | 44%[activator] | -3% | 8 | 13% | 0% | 1%
CCOC(=O)C(NC(=O)CC(C)C)(Nc1cc(C)on1)C(F)(F)F (stereo not drawn) | 3% | -1%[57.1 µM] | 1% | 0%[57.1 µM] | -4% | -2 | -6% | 2% | 3%
Cc1nc2c(C(=O)NC(C)c3ccccc3)cnn2c(C)c1Cc1ccccc1 (stereo not drawn) | 0% | 5%[57.1 µM] | u | 12%[57.1 µM] | 6% | -11 | 6% | -27% | 3%
Cn1c(=O)c2c(ncn2CCNC2=NCCCCC2)n(C)c1=O | 14% | -3% | -14% | -38% | -4% | -1&-9 | 7% | 0% | u
CCOc1ccc2[nH]c(C)c(CN3CCN(C)CC3)c(=O)c2c1 | -3% | 15% | -25% | 2% | 1% | 0 | 14% | 4% | 0%
C1CC(CN2CCOCC2)CN(c2nc3nonc3nc2N2CCSCC2)C1 (stereo not drawn) | -6% | -9% | -13% | -17% | -7% | -7 | -2% | -2% | u
COc1ccc(S(=O)(=O)N2CCN(Cc3ccc4c(c3)OCO4)CC2)cc1OC | 18% | 3% | -11% | 12% | -2% | -1 | -1% | 4% | 6%
Cc1cc(C)n(-c2ccc(F)cc2CN2CCN(C3CCCC3)C(CCO)C2)n1 (stereo not drawn) | -7% | 0% | -2% | 16% | -2% | -6 | 14% | 0% | 1%
COC(=O)C1=C(C)N(Cc2ccccc2)C(=NCC(C)C)N[C@H]1c1cccc(C(F)(F)F)c1 | 7% | 5%[57.1 µM] | 1% | 1%[57.1 µM] | -13% | -9 | -9% | -7% | 8%
c1ccc(CSc2nccc(-c3ccco3)n2)cc1 | 4% | 2% | -24% | u | 1% | 2 | 1% | -18% | -1%
COCCn1c(C)cc(C(=O)CSc2nncn2-c2ccccc2)c1C | 13% | 7%[57.1 µM] | 0% | 9%[57.1 µM] | -1% | -1 | 4% | 1% | -4%
Cc1cc(C)c(NC(=O)C(C)n2c(=O)cc(C)c3c(C)nn(-c4ccccc4)c32)c(C)c1 (stereo not drawn) | 15% | 8%[57.1 µM] | -35% | 25%[57.1 µM] | -3% | 4 | -15% | -5% | 0%
COC(=O)C1C(O)=C(C=Nc2ccccc2)C(=O)CC1(C)C (stereo not drawn) | -5% | -14% | -22% | -9% | -1% | -3 | 10% | 0% | -1%
CCc1noc(C)c1C(=O)OCC(=O)NCc1ccccc1 | 3% | 1% | -11% | 11% | 0% | -1 | -11% | 2% | -27%
COc1ccc2nc3oc(C(=O)NCc4cccs4)cc3cc2c1 | 3% | 29% | -10% | 4% | 2% | 3 | -28% | -1% | -2%
Cc1ccc(S(=O)(=O)N(C)Cc2ccc(-c3nnc4n3CCC4)cc2)cc1 | 1% | 5%[57.1 µM] | -18% | 13%[57.1 µM] | 3% | 1 | -53% | 1% | -9%
O=C1O/C(=C/c2ccccc2)N=C1c1ccccc1 | 1% | 7%[57.1 µM] | -1% | 8%[57.1 µM] | -2% | -2 | 19% | 4% | 7%

Next part.
Structure | IDH1 R132H inh | TrxR1 substrate | USP1-UAF1 inh | TrxR1 inh | Glioma ERSR ind | LDHA inh | RGS4 inhibitor | Vif-APOBEC3G blk | Vif-APOBEC3F blk
CCOc1ccc(-n2ccnc2SCC(=O)Nc2cc(C)on2)cc1 | 3% | 4%[57.1 µM] | -19% | 17%[57.1 µM] | -8% | 0 | -20% | -4% | 4%
Cc1ccc(NC(Cc2cc(C)no2)c2ccccc2)cc1 (stereo not drawn) | 1% | -1% | -20% | 9% | -1% | -5 | 3% | -2% | 3%
Cc1cccc(NC(=O)C2CCCN(c3nc(C)cc(C)n3)C2)c1 (stereo not drawn) | 1% | 2% | 11% | 15% | -3% | -10 | 8% | 1% | -5%
Cc1nc(Sc2nnnn2C)c2c3c(sc2n1)CCC3 | 9% | 19%[57.1 µM] | -11% | 8%[57.1 µM] | -7% | -5 | 3% | u | -10%
Cc1ccc(C(=O)NCC(=O)NCCCc2ccccc2)cc1 | 4% | -2% | 5% | 14% | -3% | -3 | -34% | -4% | 10%
O=C(O)CCC(=O)N1N=C(c2c(-c3ccccc3)c3cc(Cl)ccc3[nH]c2=O)CC1c1cccs1 (stereo not drawn) | -11% | 16% | -12% | 11% | -3% | -9 | -16% | 3% | -5%
CCOC(=O)C1=NNC2C(=O)N(Cc3ccccc3)C(=O)C12 (stereo not drawn) | 3% | -7%[57.1 µM] | 5% | -16%[57.1 µM] | -5% | -3 | -7% | 1% | 4%
Cc1nc2cc(C(=O)OCC(=O)NC3CCS(=O)(=O)C3)ccc2n1-c1ccccc1 (stereo not drawn) | 6% | 3% | -17% | -3% | 2% | 0 | -18% | 5% | 8%
CC1CC2(CCCC2)Nc2ccc(F)cc21 (stereo not drawn) | 7% | -6% | -21% | 1% | 0% | 3&14 | -15% | -2% | 1%
CC(C)(C)C(=O)N(CCN(C(=O)C(C)(C)C)c1ccccc1)c1ccccc1 | 11% | 8%[57.1 µM] | 0% | 3% | -4% | -5 | -15% | -1% | 1%
CC1Cc2nc(SCC(=O)Nc3ccc4c(c3)OCCO4)n(C)c(=O)c2S1 (stereo not drawn) | 4% | 7% | -17% | 15% | -1% | 4 | 1% | 1% | -1%
O=C(Nc1noc2ccccc12)c1c(F)cccc1F | x | 5% | -12% | 21% | x | -2 | 3% | x | x
COc1cc(S(=O)(=O)N2CCN(C(=O)c3ccco3)CC2)c(OC)cc1C | 1% | -10% | 5% | 43%[11.4 µM] | -4% | -18 | 48% | 5% | 0%
COc1cc(-c2ccno2)ccc1S(=O)(=O)N1CCN(c2ccc(F)cc2)CC1 | 19% | 0%[57.1 µM] | -14% | -2%[57.1 µM] | -3% | 4&1 | -18% | 1% | 2%
CCc1cccc2c(=O)c(C(=O)NCCCOC)c[nH]c12 | 4% | -9% | -10% | 13%[57.1 µM] | -1% | -1 | -20% | -1% | 1%
CC(=O)Nc1ccc(S(=O)(=O)NCC2CCC(C(=O)N3CC(C)CC(C)C3)CC2)cc1 (stereo not drawn) | 1% | 9%[57.1 µM] | -7% | 6%[57.1 µM] | -1% | -6 | 8% | 1% | 19%
CCCc1nnc(SCC(=O)O)n1/N=C/c1ccc2c(c1)OCO2 | 3% | 1% | -17% | 2% | 2% | 8 | -13% | -1% | -6%
O=C(N/N=C/c1cc([N+](=O)[O-])ccc1O)NC12CC3CC(CC(C3)C1)C2 | -1% | -8% | -20% | -9% | -6% | 1 | 2% | -2% | -7%
Cc1c(Cl)cccc1N(Cc1ccc(C(=O)O)cc1)S(=O)(=O)c1ccccc1 | -2% | -8% | -5% | -9% | 0% | -14 | 17% | -26% | 7%
Cc1cc(C)n(CC2CC(=O)N(c3ccc(Cl)c(Cl)c3)C2=O)n1 (stereo not drawn) | 1% | -10% | -9% | -15% | -2% | -3 | -30% | -6% | 0%
Cc1ccn2c(=O)cc(COc3ccc(NC(=O)COc4ccc(C)c(C)c4)cc3)nc2c1 | 3% | 7%[57.1 µM] | -20% | 22%[57.1 µM] | -3% | 0 | 13% | 3% | 0%
COc1cccc(Nc2nc3ccc(OC)cc3s2)c1 | 7% | -4%[57.1 µM] | u | 9% | 5% | -7 | -19% | 0% | -12%
O=C(c1cc2nc(-c3ccc(Cl)cc3)cc(C(F)(F)F)n2n1)N1CCOCC1 | 6% | 13% | -24% | 17% | -3% | 0 | 3%[11.4 µM] | 5% | 2%
